USP1-UAF1 inh – Inhibitors of USP1/UAF1: Primary Screen; recombinant USP1/UAF1, Ub-Rhodamine cleavage fluorescence; 390,000 compounds, 0.23% hits; Potency, µM (series often up to 57.1 µM), without a hit: at the highest dose activity change, negative = inhibition, most hits filed as inhibitors; also: potency is read from the fitted curve at half-maximal effect; % is scaled to controls: 0 for no effect and ±100 for the full control effect; nearly all actives have a fitted effect of over 60% in size; inactives centre near -12
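USP1/UAF1 complex (1 nM) preincubated 15 min at room temperature with compound, then Ub-Rho substrate (150 nM final) added. Kinetic fluorescence at 480/540 nm over 6 reads at 60 s intervals; 50 mM HEPES pH 7.8, 0.5 mM EDTA, 0.1 mg/ml BSA, 1 mM TCEP, 0.01% Tween-20.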
TRHR enhancer – qHTS for Small Molecule Agonists and Allosteric Enhancers of Human TRH Receptor: Primary Screen for Enhancers; Thyrotropin-releasing hormone receptor (Homo sapiens), P34981; TRHR cells, fluo-8 calcium fluorescence, EC20 TRH enhancement; enhancement, % at 2 µM; 360,000 compounds, 0.66% hits; AID 493056, 2011; in the data active = enhancement above about 30%; also: 0% is about no effect
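Enhancer read-out: after compound pinning and an initial kinetic agonist-mode read, an EC20 of TRH (10 nM final) was injected and fluo-8 calcium signal (Ex 480/Em 530) followed at 1 s/cycle for 100 cycles in TRHR-expressing cells.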
mIDH1 inhibitor – qHTS for Inhibitors of mutant isocitrate dehydrogenase 1 (IDH1): qHTS; IDH1-R132H enzyme, NADPH consumption, diaphorase/resazurin fluorescence; AID 602179, 2012; 390,000 compounds, 0.093% hits; Potency, µM (top dose mostly 76.6 µM), for the others: top-dose activity change, negative = inhibition, usual class: inhibitors; also: potency is read from the fitted curve at half-maximal effect; % is scaled to controls: 0 for no effect and ±100 for the full control effect; nearly all actives have a fitted effect of over 65% in size
Target sequence (O75874 whole entry R132H, stated change not applied): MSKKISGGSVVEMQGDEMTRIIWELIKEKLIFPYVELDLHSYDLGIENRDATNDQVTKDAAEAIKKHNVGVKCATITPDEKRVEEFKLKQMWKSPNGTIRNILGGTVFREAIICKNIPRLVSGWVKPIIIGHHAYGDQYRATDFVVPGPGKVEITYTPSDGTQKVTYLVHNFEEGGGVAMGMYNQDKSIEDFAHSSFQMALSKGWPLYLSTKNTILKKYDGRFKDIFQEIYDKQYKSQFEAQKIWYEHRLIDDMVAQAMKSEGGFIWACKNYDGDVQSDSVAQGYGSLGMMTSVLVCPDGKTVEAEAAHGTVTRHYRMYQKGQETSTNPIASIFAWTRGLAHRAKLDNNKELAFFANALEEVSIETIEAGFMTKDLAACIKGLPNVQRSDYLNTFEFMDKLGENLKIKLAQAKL
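IDH1-R132H (0.5 ug/mL dispensed) in pH 7.5 Tris buffer was preincubated 30 min with compound, then given a substrate mix of 0.016 mM NADPH and 2 mM alpha-KG for 80 min at room temperature; remaining NADPH was read by diaphorase/resazurin fluorescence.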
TrxR1 substrate – qHTS Assay for Substrates of Mammalian Selenoprotein Thioredoxin Reductase 1 (TrxR1): qHTS. Potency, µM (doses to about 114 µM), inactives show at the highest dose activity change, negative = substrate turnover. 390,000 compounds, 0.01% hits. purified TrxR1 substrate turnover, NADPH consumption readout. Thioredoxin reductase 1, cytoplasmic (Rattus norvegicus), O89049; also: potency is read from the fitted curve at half-maximal effect; % is scaled to controls: 0 for no effect and ±100 for the full control effect; nearly all actives have a fitted effect of over 50% in size
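Rat TrxR1, dispensed at 90 nM, was prereduced with 400 uM NADPH (final) for 5 min at ~22 deg C, then incubated with compound 15 min before 400 uM selenite. A first-read NADPH fluorescence drop versus no-compound background flagged substrates.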
D2 agonist – HTS Assay for Allosteric Agonists of the Human D2 Dopamine Receptor: Primary Screen for Agonists. D(2) dopamine receptor (Homo sapiens), P14416. HEK293 T-REx D2 cells, calcium flux agonist mode. activation, % at 2 µM. 340,000 compounds, 0.53% hits. AID 485358, 2010;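 active = activation over 3 SD above normal in the single-dose calcium agonist read, cut at about 30% in these data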; also: 0% is about no effect
Target sequence (P14416 whole entry, looked up): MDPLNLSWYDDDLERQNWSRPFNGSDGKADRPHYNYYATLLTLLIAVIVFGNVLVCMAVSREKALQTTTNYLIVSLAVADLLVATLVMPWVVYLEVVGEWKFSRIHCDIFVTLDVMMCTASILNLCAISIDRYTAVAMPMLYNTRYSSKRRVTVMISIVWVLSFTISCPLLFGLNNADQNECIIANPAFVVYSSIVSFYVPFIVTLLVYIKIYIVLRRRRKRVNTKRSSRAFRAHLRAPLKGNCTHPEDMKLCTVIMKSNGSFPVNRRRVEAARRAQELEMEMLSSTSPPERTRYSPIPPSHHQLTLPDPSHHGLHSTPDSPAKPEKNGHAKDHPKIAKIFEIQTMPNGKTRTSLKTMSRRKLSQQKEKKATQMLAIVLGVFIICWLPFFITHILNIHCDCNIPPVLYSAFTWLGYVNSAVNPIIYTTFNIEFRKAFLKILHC
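Agonism is scored from calcium flux in a force-coupled, inducible HEK293 cell line expressing D2, read kinetically for 180 s after compound addition against dopamine controls.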
TrxR1 inh – qHTS Assay for Inhibitors of Mammalian Selenoprotein Thioredoxin Reductase 1 (TrxR1): qHTS | Thioredoxin reductase 1, cytoplasmic (Rattus norvegicus), O89049 | recombinant rTrxR1, NADPH fluorescence consumption, selenite substrate | Potency, µM (doses to about 114 µM), for inactives: at the highest dose activity change, negative = inhibition, hits mostly inhibitors | 390,000 compounds, 1% hits; also: potency is read from the fitted curve at half-maximal effect; % is scaled to controls: 0 for no effect and ±100 for the full control effect; nearly all actives have a fitted effect of over 65% in size
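Rat TrxR1 (90 nM in the dispensed reagent) was pre-reduced with 400 uM NADPH for 5 min at room temperature, then incubated with compound for 15 min. After 400 uM selenite was added, NADPH fluorescence (Ex 340/Em 450 nm) was followed for 8 min.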
D2 antagonist – HTS Assay for Allosteric Antagonists of the Human D2 Dopamine Receptor: Primary Screen for Antagonists; 340,000 compounds, 2% hits; inhibition, % at 10 µM; HEK293 TREx D2 cells, calcium flux, dopamine EC80; AID 485344, 2010; in the data active = inhibition above about 30%; also: 0% is about no effect
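Tetracycline-induced HEK293 T-REx cells expressing D2 force-coupled to calcium signalling were dye-loaded, exposed to compound for 180 s, then challenged with an EC80 of dopamine; calcium flux was followed kinetically for a further 180 s.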
Pin1 inhibitor – qHTS Assay to Find Inhibitors of Pin1 | Pin1 FP peptide displacement, HiFluor488, 10 min | Peptidyl-prolyl cis-trans isomerase NIMA-interacting 1 (Homo sapiens), Q13526 | Potency, µM (doses to about 115 µM), inactives show at the top dose activity, negative = inhibition, most hits filed as inhibitors | 390,000 compounds, 0.009% hits; active = well fitted inhibition curve with a large enough effect in the polarisation, with a control signal flat, not every such curve was filed as active; inconclusive = small, poorly fitted or top-dose-only effect, or effect the other way, or a change in a side signal; inactive = no such curve, though single readings can be large or run the other way; the % refers to the polarisation; also: potency is read from the fitted curve at half-maximal effect; % is scaled to controls: 0 for no effect and ±100 for the full control effect
Target sequence (Q13526 whole entry, looked up): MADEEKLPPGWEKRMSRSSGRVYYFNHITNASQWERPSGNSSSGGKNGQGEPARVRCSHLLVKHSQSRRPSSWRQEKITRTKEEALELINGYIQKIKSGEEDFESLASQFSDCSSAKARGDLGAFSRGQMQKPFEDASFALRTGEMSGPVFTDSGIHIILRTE
TRHR ag – qHTS for Small Molecule Agonists and Allosteric Enhancers of Human TRH Receptor: Primary Screen for Agonists | Thyrotropin-releasing hormone receptor (Homo sapiens), P34981 | TRHR cells, calcium flux fluo-8, FDSS agonist mode | activation, % at 2 µM | 360,000 compounds, 0.18% hits; in the data active = activation above about 30%; also: 0% is about no effect
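In this calcium-flux screen, cells bearing human TRHR are dye-loaded with fluo-8, baselined for 10 cycles, then exposed to library compounds; positive kinetic calcium responses during the agonist phase mark hits, with TRH as control.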
An asterisk follows results filed as active; ? = inconclusive; . = no result given; & = joins results of further samples; [ ] = remark or other dose. Unless noted, calls follow the shape of the dose curve; as a rule, active = well fitted inhibition curve with a large enough effect; inconclusive = small, poorly fitted or top-dose-only effect; inactive = no such curve, though single readings can be large or run the other way. This is a subset, so the mix of outcomes need not match the whole.

Value order – USP1-UAF1 inh	TRHR enhancer	mIDH1 inhibitor	TrxR1 substrate	D2 agonist	TrxR1 inh	D2 antagonist	Pin1 inhibitor	TRHR ag
1) CCc1ccc(C(=O)CSc2nc3ccccc3c(=O)[nH]2)cc1
→ -19%	-4	4%	4%	-1.2	17%	8	10%	-1.0
2) Cc1ccc(C(=O)OCC(=O)N2C(C)CCCC2C)s1 (stereo not drawn)
→ 1%	-2	5%	-2%	-1.0	9%	-5	0%	0.4
3) COc1ccc2[nH]c3c(=O)n(CCCC(=O)NC4CCCCC4C)c(=S)[nH]c3c2c1 (stereo not drawn)
→ -4%	8	3%	0%	0.4	20%	14	4%	0.1
4) COc1cc(/C=C/C(=O)N2CC(C)OC(C)C2)cc(OC)c1OC (stereo not drawn)
→ -12%	-2	2%	0%[57.1 µM]	0.6	17%[57.1 µM]	-1	-3%	0.7
5) CS(=O)(=O)N(CC(=O)Nc1ccccc1C(=O)N1CCOCC1)c1cccc([N+](=O)[O-])c1
→ -16%	8	-2%	1%	-1.0	0%	7	2%	0.3
6) O=[N+]([O-])c1ccc(CN2CCN(Cc3c[nH]c4ccccc34)CC2)cc1
→ -11%	2	-12%	0%	0.6	-1%	0	1%	1.1
7) Cc1ccc2oc(-c3cccc(NC(=O)c4cc(-n5cnnc5)ccc4Cl)c3)nc2c1
→ -18%	-2	-6%	17%	1.2	28%	-12	35%[activator]	0.2
8) Cc1cc(-c2[nH]nc3c2C(c2ccc(Cl)cc2)C(C#N)=C(N)O3)c(C)s1 (stereo not drawn)
→ -9%	3	-2%	-5%	-1.0	-6%	18	?	0.6
9) COc1ccc(C2c3ccc(O)cc3Oc3ncn4nc(-c5ccncc5)nc4c32)cc1OC (stereo not drawn)
→ -7%	4	0%	4%	0.1	8%	7	28%	-2.1
10) COc1cc(NC(=O)CN2c3cccc4cccc(c34)S2(=O)=O)cc(OC)c1OC
→ -10%	-2	-4%	9%[57.1 µM]	-0.2	-14%[57.1 µM]	8	-7%	-0.6
11) O=C(CCl)Nc1cccc(Oc2cnccn2)c1
→ -22%	0	0%	10%	1.0	?	-11	-1%	1.1
12) CC(C)CN1CN(S(=O)(=O)c2cccs2)c2nc3ccccc3nc21
→ .	-1	.	.	0.1	.	-9	.	-1.0
13) CC(=O)Nc1ccc(/C(C)=N/NS(=O)(=O)c2ccc(C)cc2)cc1
→ -13%	-4	5%	11%[57.1 µM]	-0.5	8%[57.1 µM]	3	-3%	1.3
14) CCn1c(SCC(=O)NC2CCCCC2)nnc1C(C)NC(=O)c1ccccc1F (stereo not drawn)
→ 4%	2	0%	-2%[57.1 µM]	-2.8	5%[57.1 µM]	-13	6%	0.7
15) Cc1ccc(OCC(=O)Nc2ccc(S(=O)(=O)N3CCOCC3)cc2)c(C)c1
→ -27%	1	4%	3%	-0.5	26%	-5	4%	-0.7
16) C[C@@H]1CN([C@H](C)CO)C(=O)c2cc(NS(=O)(=O)c3cn(C)cn3)ccc2O[C@@H]1CN(C)S(C)(=O)=O
→ -10%	.	1%	1%	.	0%[57.1 µM]	.	1%	.
17) Cc1ccccc1C(=O)NCC(=O)Nc1ccccc1C(F)(F)F
→ -14%	-3	0%	1%	-0.4	5%	-9	-4%	0.0
18) Cc1ccccc1-c1nc(CS(=O)CC(=O)NC2CCCCC2)c(C)o1 (stereo not drawn)
→ -1%	21	1%	1%	-3.6	?	-10	8%	-0.2
19) C=CCN1CC(O)=C(c2nc3ccccc3[nH]2)C1=N
→ -18%	0	5%	1%	.	22%	.	-6%	-1.5
20) CCn1c(SCC(=O)Nc2cccc(NC(=O)c3ccco3)c2)nnc1-c1cccs1
→ -10%	2	5%	8%[57.1 µM]	-1.4	6%	6	6%	-0.4
21) CCc1noc(C)c1C(=O)Nc1ccccc1C(C)(C)C
→ -31%	-6	-6%	5%	0.2	20%	7	1%	-0.3
22) Cc1ccc(C)c(S(=O)(=O)Nc2cc(C)on2)c1
→ -11%	0	-3%	4%	0.1	24%	-9	-6%	1.0
23) O=C(N/C(=C\c1ccc([N+](=O)[O-])cc1)C(=O)N1CCCCC1)c1ccc(Br)o1
→ -9%	1	7%	-13%	-0.1	-5%	7	-1%	0.2
24) Cn1c(CNC(=O)c2ccco2)nnc1SCC(=O)Nc1ccccc1Cl
→ -10%	1	-9%	4%[57.1 µM]	.	14%[57.1 µM]	.	-4%	0.0
25) COc1ccc(CCNC(=O)C2CCN(c3ccc(N4CCOCC4)nn3)CC2)c(OC)c1
→ -20%	3	11%	55%[activator]	-0.8	11%	-2	3%	-0.4
26) COc1cccc(CC(NC(C)=O)C(=O)NC2CCN(S(=O)(=O)c3ccc(F)cc3)CC2)c1OC (stereo not drawn)
→ -11%	4	0%	-6%	.	-13%	.	0%	0.3
27) O=C(CNC(=O)c1ccco1)NCC(=O)OCC(=O)c1ccc(Cl)c([N+](=O)[O-])c1
→ -23%	8	-6%	0%	-0.2	-20%	5	-1%	-0.7
28) Cc1onc(-c2ccccc2)c1C(=O)Nc1ccc(Cl)cn1
→ -31%	-5	9%	3%[57.1 µM]	-0.4	0%[57.1 µM]	13	2%	-0.3
29) Cc1ccc(NC(=O)CN(C)C(=O)c2cc3c(s2)CCCCC3)cc1
→ -12%	0	4%	-2%	-0.3	17%	-8	-2%	-0.4
30) Cn1c(SCc2c(Cl)cccc2Cl)nc(C(F)(F)F)cc1=O
→ -6%	5	6%	1%	1.4	19%	15	-12%	0.1

From no. 29 up to 30, as listed above:
Value order – USP1-UAF1 inh	TRHR enhancer	mIDH1 inhibitor	TrxR1 substrate	D2 agonist	TrxR1 inh	D2 antagonist	Pin1 inhibitor	TRHR ag
29) Cc1ccc(NC(=O)CN(C)C(=O)c2cc3c(s2)CCCCC3)cc1
→ -12%	0	4%	-2%	-0.3	17%	-8	-2%	-0.4
30) Cn1c(SCc2c(Cl)cccc2Cl)nc(C(F)(F)F)cc1=O
→ -6%	5	6%	1%	1.4	19%	15	-12%	0.1

More compounds follow.
Value order – USP1-UAF1 inh	TRHR enhancer	mIDH1 inhibitor	TrxR1 substrate	D2 agonist	TrxR1 inh	D2 antagonist	Pin1 inhibitor	TRHR ag
31) Cc1noc(C)c1COC(=O)CCCNC(=O)c1ccc(Cl)cc1
→ -14%	0	2%	3%	.	19%	.	-1%	-0.5
32) O=C(NCCO)C(O)C(O)C(=O)NCCO (stereo not drawn)
→ ?	-1	4%	10%[11.4 µM]	5.9	16%[11.4 µM]	-1	2%	9.7
33) Cc1ccc(-c2noc(-c3ccc(N4CCC(C)CC4)c([N+](=O)[O-])c3)n2)cc1
→ -10%	2	-10%	-12%	.	-5%	.	1%	-0.3
34) O=C(NCc1ccccc1CN1CCCCC1)c1ccccc1N1CCCC1=O
→ -18%	1	15%	5%	0.0	7%	-27	-7%	0.3
35) Cc1ccc(NC(=O)c2cc(-c3ccc4c(c3)OCO4)on2)cc1
→ -14%&-21%	7&-2	2%&32%	20%&11%	0.5&0.5	21%&15%	-11	-1%&-16%	1.9&1.3
36) CCOC(=O)C1CCN(C(=O)c2ccc(N(C)S(C)(=O)=O)cc2)CC1
→ -9%	5	0%	8%	1.1	10%	18	-7%	0.2
37) CC(OC(=O)c1cc2ccccc2o1)C(=O)Nc1ccc(N2CCOCC2)cc1 (stereo not drawn)
→ -12%	1	-1%	-11%	-1.9	10%	9	-6%	0.3
38) O=C(COC(=O)c1cccnc1Cl)Nc1ccccc1OC(F)F
→ -22%	3	3%	-2%[57.1 µM]	-0.1	-5%[57.1 µM]	-4	-6%	-0.5
39) O=c1c2c3c(sc2n(CCN2CCCCC2)c(=O)n1Cc1ccco1)CCCCC3
→ -7%	-5	2%	-1%	0.7	?	-7	4%	-0.2
40) COc1ccc(-n2c(=S)[nH]c3cc(C(=O)NCc4ccccc4OC)ccc3c2=O)c(OC)c1
→ -16%	25	4%	-3%	1.1	4%	17	1%	1.9
41) CC(NC(=O)Nc1ccccc1Cl)c1ccc2c(c1)OCO2 (stereo not drawn)
→ -19%	17	-9%	-5%	-0.8	?	10	2%	-1.1
42) Cc1ccc2nc(-c3ccc(O)c(O)c3)cn2c1
→ -2%	5	-1%	-2%	-0.4	-12%	-12	1%	-0.8
43) CCCCN1CCS(=O)(=O)N(Cc2ccccc2Br)CC(C(=O)OC)C1 (stereo not drawn)
→ -22%	.	11%	-1%	.	-10%	.	1%	.
44) O=C1c2cccc3c([N+](=O)[O-])ccc(c23)C(=O)N1c1ccc(Cl)cn1
→ ?	-21	8%	2%[57.1 µM]	5.2	?	14	?	3.9

Assay outcomes: PubChem BioAssay, National Center for Advancing Translational Sciences (NCATS)
